Assay outcomes (PubChem)
Abeta rescue – compounds reversing amyloid beta toxicity in yeast; yeast expressing A-beta42, growth rescue, OD600, 48 h; response scale: 0% DMSO, 100% iron-clioquinol control; Potency, µM (doses to about 46.1 µM), without a hit: top-dose growth rescue, actives largely listed as activators; actives 0.063% (n = 410,000); AID 1347071; further: potency means the concentration at half of the fitted maximal effect; nearly all actives have a fitted effect of over 55% in size
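Growth rescue measured by 600 nm absorbance after 48 h yeast culture at 30 C with compound. Values normalized between DMSO and an equimolar ferric chloride plus clioquinol control.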
DRD3 agonist – activates the human D3 dopamine receptor | P35462 | D3R DiscoveRx beta-arrestin cells, luminescence, 90 min | max activation, % | actives 0.58% (n = 410,000) | AID 652048; in the data active means max activation above about 30%; further: 0% is about no effect; mostly tested at two doses, the higher about 12 µM
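Agonist mode: compounds and dopamine controls were applied to plated cells for 90 min at 37 degrees C after an overnight attachment at 1500 cells/well. Luminescent read-out followed 30 - 60 minutes at room temperature with DiscoveRx detection reagent.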
TDP43 rescue – rescues yeast growth from TDP-43 toxicity. TDP-43 expressing yeast growth rescue, BacTiter-Glo, 24 h. actives 1.8% (n = 410,000). Potency, µM (doses to about 46.1 µM), for inactives: top-dose growth rescue (activation), usual class: activators. AID 652104; further: potency means the concentration at half of the fitted maximal effect; % of control where 0% means no effect; nearly all actives have a fitted effect of over 50% in size
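Growth rescue of TDP-43-toxic yeast measured as ATP luminescence (BacTiter-Glo). Cells grown to mid-log in raffinose, induced in galactose at OD600=0.02, exposed to compound 24 hr at 30 deg C.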
aSyn rescue – inhibitors of alpha-synuclein toxicity in yeast. Yeast expressing alpha-synuclein, growth rescue, BacTiter-Glo, 24 h. Potency, µM (top dose mostly 46.1 µM), for inactives: top-dose growth rescue (activation), hits mostly activators. actives 0.14% (n = 370,000); further: potency means the concentration at half of the fitted maximal effect; % of control where 0% means no effect; nearly all actives have a fitted effect of over 65% in size
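Galactose-induced alpha-syn yeast (OD600=0.02, raffinose-pregrown) + pinned cpd, 24 hr, 30 deg C; growth by BacTiter-Glo luminescence. Growth restoration scores as activation.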
EPAC2 agonist – agonists of human EPAC2 (RAPGEF4); actives 0.079% (n = 360,000); EPAC2 activation, biochemical qHTS; response scale: 100% = 6.5 mM cAMP response; AID 720711; Q8WZA2; Potency, µM (titrated, usually from 154 µM), inactives show at the highest dose activation, usual class: activators; further: potency means the concentration at half of the fitted maximal effect; nearly all actives have a fitted effect of over 50% in size
Target sequence (Q8WZA2 whole entry, looked up): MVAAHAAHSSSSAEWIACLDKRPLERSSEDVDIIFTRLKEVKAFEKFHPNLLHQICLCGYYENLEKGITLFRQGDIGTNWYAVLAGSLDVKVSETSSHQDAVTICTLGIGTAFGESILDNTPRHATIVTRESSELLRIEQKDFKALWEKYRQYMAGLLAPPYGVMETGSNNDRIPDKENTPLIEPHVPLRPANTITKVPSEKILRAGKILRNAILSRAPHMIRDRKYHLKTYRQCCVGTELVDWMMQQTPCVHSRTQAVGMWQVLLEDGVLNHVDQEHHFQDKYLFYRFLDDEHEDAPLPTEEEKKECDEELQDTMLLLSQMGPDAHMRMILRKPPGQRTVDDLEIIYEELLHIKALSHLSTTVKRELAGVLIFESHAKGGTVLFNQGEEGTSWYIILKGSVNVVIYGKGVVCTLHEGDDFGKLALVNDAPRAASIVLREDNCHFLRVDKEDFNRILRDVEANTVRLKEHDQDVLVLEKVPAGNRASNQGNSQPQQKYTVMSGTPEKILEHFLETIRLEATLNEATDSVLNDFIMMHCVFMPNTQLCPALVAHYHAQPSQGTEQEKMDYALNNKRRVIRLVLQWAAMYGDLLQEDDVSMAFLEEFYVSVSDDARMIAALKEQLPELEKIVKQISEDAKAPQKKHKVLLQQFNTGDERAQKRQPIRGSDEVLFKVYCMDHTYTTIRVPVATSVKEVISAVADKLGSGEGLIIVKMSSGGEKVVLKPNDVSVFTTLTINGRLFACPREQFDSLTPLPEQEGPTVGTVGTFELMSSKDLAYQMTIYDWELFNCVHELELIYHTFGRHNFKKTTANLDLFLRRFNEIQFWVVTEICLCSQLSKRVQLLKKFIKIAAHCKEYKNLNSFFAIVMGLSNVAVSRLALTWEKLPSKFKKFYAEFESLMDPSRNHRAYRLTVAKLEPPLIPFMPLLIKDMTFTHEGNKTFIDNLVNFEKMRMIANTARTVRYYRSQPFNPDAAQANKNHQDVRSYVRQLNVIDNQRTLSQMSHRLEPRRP
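Each well held 100 nM EPAC2, 250 nM RAP1B-BODIPY-GDP and 50 uM GDP. Fluorescence, read at 5-min intervals to 30 min, was referenced to a 6.5 mM cAMP positive control.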
EPAC2 antag – EPAC2 (human) antagonism. Q8WZA2. EPAC2 GEF exchange of Rap1B-BODIPY-GDP, fluorescence. Potency, µM (top dose mostly 114 µM), for inactives: top-dose activity, negative = inhibition, actives largely listed as inhibitors. actives 0.18% (n = 360,000); further: potency means the concentration at half of the fitted maximal effect; on the % scale 0 is the no-effect control and ±100 the full control effect; nearly all actives have a fitted effect of over 45% in size; many of its hits are not listed in these tables
FUS yeast rescue – FUS proteinopathy suppression in yeast. Potency, µM (highest dose often 76.6 µM), for the others: at the highest dose growth rescue (activation), actives largely listed as activators. AID 1347120. S. cerevisiae FUS-expressing, growth rescue, OD600, 24 h. actives 0.24% (n = 390,000);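 further: potency means the concentration at half of the fitted maximal effect; plate controls were DMSO vehicle for no effect and reference control for full effect; nearly all actives have a fitted effect of over 55% in size; some results filed as inactive show a strong effect at the top dose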
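Restored growth of FUS-toxic S. cerevisiae, read as 600 nm absorbance after 24 h at 30C in galactose medium (starting OD 0.005). Controls CP55940 and DMSO.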
DRD3 antagonist – blocks the human D3 dopamine receptor; D3R cells, DiscoveRx beta-arrestin luminescence, antagonist mode; stronger effect = lower value; max response, negative = inhibition, %; actives 2.5% (n = 360,000); AID 652054; in the data active means max response below about -50%; inconclusive means no clear call, values can overlap the other calls; further: on the % scale 0 is the no-effect control and ±100 the full control effect; mostly tested at two doses, the higher about 12 µM
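Cells expressing the human receptor were seeded at 1500 cells/well, incubated overnight at 37 degrees C in 5% CO2, then exposed to library compounds with dopamine controls for 90 minutes at 37 degrees C before luminescent detection.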
The depositor's hits bear a star; ? = inconclusive; nt = no result given; & = joins results of further samples; [ ] = dose if it differs, or a comment. Unless noted, the call rests on the fitted dose curve; in most records, active means well fitted curve in the direction sought with a large enough effect; inconclusive means small, poorly fitted or top-dose-only effect, or another doubt; inactive means no such curve, though single readings can be large; an effect the other way counts as inactive or inconclusive.

Order of results – Abeta rescue	DRD3 agonist	TDP43 rescue	aSyn rescue	EPAC2 agonist	EPAC2 antag	FUS yeast rescue	DRD3 antagonist
1. CCCC(=O)Nc1ccc2nc(SCC(=O)Nc3nccs3)sc2c1
    6.6%	-3.3	9.2%	1.9%	2.7%	-1.5%	2.8%	8.7
2. C=CCn1c(Br)nc2c1c(=O)n(C)c(=O)n2C
    8.6%	4.0	-15.8%	0.3%	6.3%	8.4%	0.8%	12.3
3. O=[N+]([O-])c1ccccc1NCCNc1ncc(C(F)(F)F)cc1Cl
    27.5%	-12.4	8.2%	-5.8%	9.2%	-0.3%	6.0%	0.0
4. CCN1CCN(S(=O)(=O)c2ccc(Cl)c(C(=O)N(C)C(c3ccccc3)c3ccccc3)c2)CC1
    4.7%	-23.6	-5.0%	1.9%	3.4%	-22.8%	?	-28.6
5. COc1cccc(C(C)(O)c2nc(-c3cccc(C(C)C)c3)cs2)c1 (stereo unspecified)
    -0.5%	0.0	17.8µM*	-17.7%	8.8%	-19.2%	?	13.0
6. COCCNC(=O)C1(C)CCCN(Cc2ccc3ccccc3c2Br)C1 (stereo unspecified)
    10.3%	-3.0	17.9%	?	11.7%	-17.6%	-11.2%	-8.8
7. CCc1ccccc1NC(=O)Nc1cccn(Cc2ccccc2F)c1=O
    -1.9%	2.7	2.0%	-16.0%	11.8%	3.4%	-21.2%	1.6
8. CCC1CCc2sc(C(=O)OCC(=O)N(CCOC)c3c(N)n(Cc4ccccc4)c(=O)[nH]c3=O)cc2C1 (stereo unspecified)
    -1.7%	5.8	0.0%	6.1%	-8.7%	18.9%	28.9%	21.5
9. O=C(NNC(=O)c1cc(-c2ccc(Cl)cc2Cl)nc2ccccc12)Nc1ccccc1
    37.9%	-10.2	?	1.1%	-8.5%	2.1%	4.3%	-27.9
10. CSc1ccccc1C(=O)C1CCCN(C(=O)NC(C)C)C1 (stereo unspecified)
    -3.4%	-11.0	nt	0.3%	7.0%	-0.9%	14.0%	-10.4
11. Cc1ccnc(NC(=O)c2cc3ccccc3o2)c1
    -20.9%	-20.7	-15.1%	-22.1%	0.1%	-9.0%	-0.6%	-28.5
12. CCn1c(SCC(=O)N2CCC(C)CC2)nnc1-c1ccc(S(=O)(=O)N2CCN(C)CC2)cc1
    17.4%	1.9	6.7%	nt	5.9%	-8.4%	0.9%	2.6
13. OC1(c2ccccc2F)CCN(Cc2nnnn2Cc2ccc(F)cc2)CC1
    -12.0%	-4.8	21.6%	3.1%	-1.3%	0.0%	3.5%	10.3
14. O=C(c1ccc(COc2ccc3c(c2)CCC3)o1)N1CCN(c2ccccc2)CC1
    0.3%	8.8	20.7%	3.1%	13.8%	-11.3%	35.1%	9.2
15. CC(=O)NCC(=O)NC1(C(=O)NC2CCCC2)CCCCC1
    -10.7%	-2.7	-14.3%	-1.8%	-4.7%	-2.7%	-1.9%	-8.1
16. CC(C)(C)c1ccc(OCCC(=O)Nc2cccc(S(=O)(=O)NC3=NCCCCC3)c2)cc1
    10.4%	11.9	0.0%	6.9%	-11.7%	-12.9%	?	11.2
17. C=CCn1c(N)c(C(=O)NCC2CCCO2)c2nc3ccccc3nc21 (stereo unspecified)
    1.1%	23.4	-10.1%	16.1%	9.8%	-1.0%	29.7%	6.0
18. O=C(c1ccc(S(=O)(=O)c2cccc(Cl)c2)c([N+](=O)[O-])c1)N1CCN(Cc2ccccc2)CC1
    5.2%	-5.2	-10.2%	6.3%	14.2%	-3.1%	30.2%	-27.1
19. Cc1ccc(C(C)C)c(OCC(=O)N/N=C/c2cccn2C)c1
    3.5%	30.9*	-2.3%	-8.5%	15.4%	-14.4%	12.3%	37.1
20. COc1ccc(-c2cnc(C)o2)cc1S(=O)(=O)Nc1ccc(F)cc1F
    -7.3%	3.9	?	nt	nt	nt	26.4%	nt
21. CCNc1nc(NCc2ccc(F)cc2)c2cnn(C)c2n1
    3.8%	4.4	29.6%	nt	nt	nt	-3.4%	nt
22. Cc1cc(C)cc(-n2nnnc2SCC(=O)Nc2nc(-c3ccc(F)cc3)cs2)c1
    14.3%	5.2	-15.4%	-8.0%	1.8%	4.2%	-3.0%	4.3
23. O=C(COC(=O)c1sc2ccccc2c1Cl)NCC1CCCCC1
    4.5%	-7.0	1.9%	1.3%	-7.8%	2.0%	-8.8%	-2.9
24. O=C(C1=NN[C@@H]2C(=O)N(c3cccc(C(F)(F)F)c3)C(=O)[C@H]12)C(c1ccccc1)c1ccccc1
    -3.6%	2.7	3.3%	0.0%	-12.1%	-3.7%	?	-5.0
25. CCNC(=S)N1CCN(S(=O)(=O)c2ccccc2C(F)(F)F)CC1
    -10.0%	-2.7	0.0%	0.1%	3.7%	8.9%	6.3%	0.6
26. Cc1[nH]ccc2c1[nH]c1cc(=O)ccc12
    2.7%	2.8	-5.4%	1.3%	-1.4%	-0.4%	5.7%	1.3
27. C[C@@H]1CN([C@H](C)CO)C(=O)c2cccc(NC(=O)NC3CCCCC3)c2O[C@@H]1CN(C)C(=O)Nc1ccc(C(F)(F)F)cc1
    -5.1%	-1.9	13.6%	-15.3%	-8.5%	-9.1%	31.6µM*	?
28. Cc1cc(C)n(-c2ccc(C(=O)OCC(=O)Nc3ccc(Cl)cc3[N+](=O)[O-])cc2)n1
    -9.9%	3.4	-0.9%	-2.3%	4.6%	-8.7%	-5.4%	2.3
29. CN(C)CCNc1oc(-c2ccccc2F)nc1C#N
    -11.4%	-15.6	-1.2%	-8.0%	?	-2.2%	-19.3%	0.0
30. CCOC(=O)N1CCN(C(=O)c2ccc3c(c2)N(Cc2cc(C)ccc2C)C(=O)c2ccccc2S3=O)CC1 (stereo unspecified)
    -3.2%&-15.1%	-2.1&1.0	12.7%&4.9%	-0.6%	7.2%	-19.4%	?	-1.2

Continued, overlapping the part above by 2 compounds.
Order of results – Abeta rescue	DRD3 agonist	TDP43 rescue	aSyn rescue	EPAC2 agonist	EPAC2 antag	FUS yeast rescue	DRD3 antagonist
29. CN(C)CCNc1oc(-c2ccccc2F)nc1C#N
    -11.4%	-15.6	-1.2%	-8.0%	?	-2.2%	-19.3%	0.0
30. CCOC(=O)N1CCN(C(=O)c2ccc3c(c2)N(Cc2cc(C)ccc2C)C(=O)c2ccccc2S3=O)CC1 (stereo unspecified)
    -3.2%&-15.1%	-2.1&1.0	12.7%&4.9%	-0.6%	7.2%	-19.4%	?	-1.2
31. CCC(=O)c1ccc(N2CCN(C(=O)c3ccc(F)cc3)CC2)c(F)c1
    -10.7%	3.8	?	3.4%	-7.9%	-0.6%	-14.8%	6.8
32. COc1ccc(N2CCN(C(=O)C3CCN(S(=O)(=O)c4cccs4)CC3)CC2)cc1
    3.2%&-10.6%	-7.2&0.8	-15.7%&-3.7%	-4.2%	10.7%	11.9%	17.7%&25.3%	-2.0
33. Cc1cc(C)c(NC(=O)c2ccc3c(c2)NC(=O)C(C)S3)c(C)c1 (stereo unspecified)
    -4.7%	4.5	21.3%	-0.4%	1.5%	5.8%	-19.8%	-14.7
34. CC(C)CC(=O)N1CCN(S(=O)(=O)c2ccc(Cl)cc2)CC1
    -32.8%[inhibitor]	7.7	-4.3%	-0.2%	12.7%	19.1%	-1.4%	14.3
35. Cc1cc(C)c2oc(C(=O)Nc3c(C(=O)Nc4ccccc4)oc4ccccc34)cc(=O)c2c1
    -7.2%	-7.1	15.6%	nt	nt	nt	-15.9%	nt
36. O=C(CSc1ncccn1)Nc1cc(Cl)ccc1[N+](=O)[O-]
    -15.7%	0.1	?	3.4%	-2.9%	5.9%	-0.8%	16.5
37. COc1ccc(OC)c(NC(=O)c2cc(=O)c3c(C)cc(C)cc3o2)c1
    -1.3%	7.2	33.9%	nt	nt	nt	1.8%	nt
38. COc1ccc(NC(C)=O)cc1NC(C)C(=O)Nc1ccc(F)cc1 (stereo unspecified)
    1.5%	1.0	18.5%	2.0%	0.2%	8.8%	16.5%	7.1
39. CC(C)(C)c1ccc(-c2nnc(SCCN3C(=O)c4ccccc4C3=O)o2)cc1
    21.4%	5.8	20.5%	8.5%	0.7%	-8.2%	24.9%	14.6
40. CCNC(=S)SCCOc1ccc(C)cc1
    33.5%	6.2	7.7%	-15.4%	0.4%	3.9%	nt	-4.2
41. CCc1cc2c(=O)nc3n(c2s1)Cc1ccccc1/C3=C(/O)c1cccc([N+](=O)[O-])c1
    -4.7%	-24.0	-22.4%	-0.1%	7.5%	3.7%	46.4%	?
42. C#CCN(C[C@@H]1[C@@H](OC(=O)NCc2ccccc2F)[C@@H](OC(=O)NCc2ccccc2F)CN(C(=O)OC(C)C)N1C(=O)OC(C)C)S(=O)(=O)c1ccc(C)cc1
    9.8%	6.2	15.6%	1.7%	5.5%	0.0%	29.4%	10.8
43. CC(=O)N1CC(=O)N(Cc2ccccc2)/C(=C/c2ccccc2)C1=O
    12.5%	-3.2	3.2%	12.2%	2.6%	-10.0%	-16.0%	0.7
44. COc1cc(Cl)ccc1NC(=S)N(CCN1CCOCC1)C1CCN(C(C)=O)CC1
    -7.9%	2.7	-9.6%	-3.3%	0.4%	16.3%	1.9%	-13.4
45. CN(C)CCCn1c2c(c(SCC(=O)Nc3ccc4c(c3)OCO4)nc1=O)CCCC2
    2.6%	1.6	14.7%	2.9%	-3.6%	0.8%	4.2%	4.5
46. COc1ccc(CN(C)CC2CCCN(CCc3ccc(F)cc3)C2)cc1OC (stereo unspecified)
    -5.0%	-12.9	-6.7%	1.2%	-6.4%	-3.7%	-10.6%	-14.3
47. CCN(CC)CCNC(=O)c1ccc(NC(=O)c2ccc(S(=O)(=O)N3CCCC3)cc2)cc1
    -1.7%	-5.3	13.0%	6.3%[1.84 µM]	0.2%	1.9%	10.8%	6.9
48. CCOC(=O)C1(CCCc2ccccc2)CCN(C(=O)c2cc(C)nn2CC)CC1
    nt	1.1	9.0%	-1.5%	7.2%	-21.5%	19.6%	3.8

Single records, from the list above.
C#CCN(C[C@@H]1[C@@H](OC(=O)NCc2ccccc2F)[C@@H](OC(=O)NCc2ccccc2F)CN(C(=O)OC(C)C)N1C(=O)OC(C)C)S(=O)(=O)c1ccc(C)cc1 across the screens: Abeta rescue: 9.8%; DRD3 agonist: 6.2; TDP43 rescue: 15.6%; aSyn rescue: 1.7%; EPAC2 agonist: 5.5%; EPAC2 antag: 0.0%; FUS yeast rescue: 29.4%; DRD3 antagonist: 10.8
Cc1ccnc(NC(=O)c2cc3ccccc3o2)c1 across the screens: Abeta rescue: -20.9%; DRD3 agonist: -20.7; TDP43 rescue: -15.1%; aSyn rescue: -22.1%; EPAC2 agonist: 0.1%; EPAC2 antag: -9.0%; FUS yeast rescue: -0.6%; DRD3 antagonist: -28.5

Some of the compounds tested (hit frequency here may not be typical).
